Screens (PubChem BioAssay)
IDH1 R132H inh: qHTS for Inhibitors of mutant isocitrate dehydrogenase 1 (IDH1): qHTS; Isocitrate dehydrogenase [NADP] cytoplasmic (Homo sapiens), O75874; IDH1-R132H enzyme, NADPH consumption, diaphorase/resazurin fluorescence; Potency, µM (doses to about 76.6 µM), inactives show top-dose activity change, negative = inhibition, usual class: inhibitors; 390,000 compounds, 0.093% hits; AID 602179, 2012; note: potency is the fitted concentration of half-maximal effect; % is set by controls: 0 for no effect and ±100 for the full control effect; nearly all actives have a fitted effect of over 65% in size
Target sequence (O75874 whole entry R132H, stated change not applied): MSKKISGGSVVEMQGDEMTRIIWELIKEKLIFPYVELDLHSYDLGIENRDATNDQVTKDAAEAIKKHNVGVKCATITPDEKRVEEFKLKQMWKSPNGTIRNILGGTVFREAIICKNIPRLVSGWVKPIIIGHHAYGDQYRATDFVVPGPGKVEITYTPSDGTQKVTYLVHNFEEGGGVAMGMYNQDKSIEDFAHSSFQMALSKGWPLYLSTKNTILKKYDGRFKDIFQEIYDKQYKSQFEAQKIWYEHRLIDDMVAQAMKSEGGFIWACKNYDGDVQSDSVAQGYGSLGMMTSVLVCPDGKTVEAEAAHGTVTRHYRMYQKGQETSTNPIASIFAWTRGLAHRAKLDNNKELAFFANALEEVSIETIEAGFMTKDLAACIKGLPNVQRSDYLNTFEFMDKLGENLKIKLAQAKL
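IDH1-R132H (0.5 ug/mL dispensed) in pH 7.5 Tris buffer was preincubated 30 min with compound, then given a substrate mix of 0.016 mM NADPH and 2 mM alpha-KG for 80 min at room temperature; remaining NADPH was read by diaphorase/resazurin fluorescence.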
GLS inhibitor: qHTS for Inhibitors of Glutaminase (GLS) | GLS enzymatic activity, qHTS titration | Potency, µM (titrated, usually from 45.5 µM), inactives show at the top dose activity change, negative = inhibition, hits mostly inhibitors | 410,000 compounds, 0.21% hits | AID 624170, 2012; note: potency is the fitted concentration of half-maximal effect; % is set by controls: 0 for no effect and ±100 for the full control effect
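hKGA in 45 mM KH2PO4 (pH 8.2), 0.02% Tween-20 with compound, then 1mM L-Glutamine (stock as added) plus glutamate oxidase/HRP/Amplex red coupling mix. Fluorescence read initially and after 30 min at RT; signal change reflects glutamate formation.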
USP1-UAF1 inh: Inhibitors of USP1/UAF1: Primary Screen; 390,000 compounds, 0.23% hits; Potency, µM (doses to about 57.1 µM), inactives show at the highest dose activity change, negative = inhibition, most hits filed as inhibitors; Ubiquitin carboxyl-terminal hydrolase 1 (Homo sapiens), O94782; recombinant USP1/UAF1, Ub-Rhodamine cleavage fluorescence; note: potency is the fitted concentration of half-maximal effect; % is set by controls: 0 for no effect and ±100 for the full control effect; nearly all actives have a fitted effect of over 60% in size; inactives centre near -12
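USP1/UAF1 complex at 1 nM was preincubated with compound for 15 min at room temperature, then Ub-Rho substrate (150nM final) was added. Fluorescence (480/540 nm) was read kinetically, 6 reads every 60 seconds.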
PI4K2A block: qHTS for small molecular inhibitors of PI4K2A; Phosphatidylinositol 4-kinase type 2-alpha (Homo sapiens), Q9BTU6; purified PI4K2A, ADP-Glo luminescence, 1 h; stronger effect = lower value; activity change, negative = inhibition, % at 76.9 µM; 420,000 compounds, 0.13% hits; in the data active = activity change below about -50%; inconclusive = mostly about -30% to -49%;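 note: -100% = wells without enzyme as full effect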
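PI4K2A activity was measured by ADP-Glo luminescence: enzyme (4 ug/mL stock) and phosphatidylinositol (1.2 mM stock) in Tris pH 7.5/MgCl2/EGTA/Triton X-100 buffer were reacted with ATP (300 microM stock) for one hour at ambient temperature.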
TrxR1 inh: qHTS Assay for Inhibitors of Mammalian Selenoprotein Thioredoxin Reductase 1 (TrxR1): qHTS; Thioredoxin reductase 1, cytoplasmic (Rattus norvegicus), O89049; recombinant rTrxR1, NADPH fluorescence consumption, selenite substrate; Potency, µM (doses to about 114 µM), inactives show top-dose activity change, negative = inhibition, most hits filed as inhibitors; 390,000 compounds, 1% hits; note: potency is the fitted concentration of half-maximal effect; % is set by controls: 0 for no effect and ±100 for the full control effect; nearly all actives have a fitted effect of over 65% in size
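Rat TrxR1 (90 nM in the dispensed reagent) was pre-reduced with 400 uM NADPH for 5 min at room temperature, then incubated with compound for 15 min. After 400 uM selenite was added, NADPH fluorescence (Ex 340/Em 450 nm) was followed for 8 min.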
Tb PGK inh: qHTS Assay to Find Inhibitors of Phosphoglycerate Kinase | Phosphoglycerate kinase, glycosomal (Trypanosoma brucei brucei), P07378 | PGK/GAPDH coupled, Kinase-Glo luminescence, 60 min | Potency, µM (highest dose often 57.5 µM), without a hit: at the top dose activity change, negative = inhibition, actives largely listed as inhibitors | 380,000 compounds, 0.043% hits | AID 602233, 2012; note: potency is the fitted concentration of half-maximal effect; % is set by controls: 0 for no effect and ±100 for the full control effect; nearly all actives have a fitted effect of over 60% in size
Target sequence (P07378 whole entry, looked up): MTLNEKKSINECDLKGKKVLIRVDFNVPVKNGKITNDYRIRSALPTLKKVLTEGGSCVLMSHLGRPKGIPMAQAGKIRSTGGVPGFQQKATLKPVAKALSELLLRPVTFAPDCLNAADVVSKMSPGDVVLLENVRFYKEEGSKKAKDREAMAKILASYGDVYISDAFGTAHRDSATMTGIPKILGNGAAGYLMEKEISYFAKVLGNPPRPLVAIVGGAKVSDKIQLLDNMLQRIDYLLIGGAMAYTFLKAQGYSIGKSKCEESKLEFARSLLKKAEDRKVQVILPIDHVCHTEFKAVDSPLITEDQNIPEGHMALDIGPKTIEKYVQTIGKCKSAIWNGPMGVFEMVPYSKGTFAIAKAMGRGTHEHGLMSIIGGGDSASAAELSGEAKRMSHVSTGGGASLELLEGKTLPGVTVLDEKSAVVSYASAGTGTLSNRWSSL
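Luminescent ATP detection (Kinase-Glo Plus) follows a 60-minute room-temperature incubation, with wells lacking PGK as controls. Buffer: 100 mM TEA (pH 7.6), 5 mM MgCl2, 0.01% Tween-20. Coupling enzyme GAPDH (100 nM final) supplies unstable 1,3-BPG in-well.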
TrxR1 substrate: qHTS Assay for Substrates of Mammalian Selenoprotein Thioredoxin Reductase 1 (TrxR1): qHTS | 390,000 compounds, 0.01% hits | AID 588456, 2011 | purified TrxR1 substrate turnover, NADPH consumption readout | Thioredoxin reductase 1, cytoplasmic (Rattus norvegicus), O89049 | Potency, µM (highest dose often 114 µM), inactives show at the highest dose activity change, negative = substrate turnover; note: potency is the fitted concentration of half-maximal effect; % is set by controls: 0 for no effect and ±100 for the full control effect; nearly all actives have a fitted effect of over 50% in size
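Rat TrxR1, dispensed at 90 nM, was prereduced with 400 uM NADPH (final) for 5 min at ~22 deg C, then incubated with compound 15 min before 400 uM selenite. A first-read NADPH fluorescence drop versus no-compound background flagged substrates.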
Pin1 inh: qHTS Assay to Find Inhibitors of Pin1. Peptidyl-prolyl cis-trans isomerase NIMA-interacting 1 (Homo sapiens), Q13526. Pin1 FP peptide displacement, HiFluor488, 10 min. Potency, µM (titrated, usually from 115 µM), for the others: top-dose activity, negative = inhibition, hits mostly inhibitors. 390,000 compounds, 0.009% hits; active = well fitted inhibition curve with a large enough effect in the polarisation, with a control signal flat, not every such curve was filed as active; inconclusive = small, poorly fitted or top-dose-only effect, or effect the other way, or a change in a side signal; inactive = no such curve, though single readings can be large or run the other way; the % refers to the polarisation; note: potency is the fitted concentration of half-maximal effect; % is set by controls: 0 for no effect and ±100 for the full control effect
Target sequence (Q13526 whole entry, looked up): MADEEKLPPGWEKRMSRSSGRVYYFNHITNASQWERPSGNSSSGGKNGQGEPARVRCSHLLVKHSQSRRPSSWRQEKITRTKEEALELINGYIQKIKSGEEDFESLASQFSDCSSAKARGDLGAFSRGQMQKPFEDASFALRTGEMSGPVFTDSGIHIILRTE
HP1b binding inh: HTS for Inhibitors of HP1-beta Chromodomain Interactions with Methylated Histone Tails | Chromobox protein homolog 1 (Homo sapiens), P83916 | AlphaScreen HP1-beta / biotin-H3K9me3 peptide binding | Potency, µM (titrated, usually from 114 µM), inactives show at the top dose activity change, negative = inhibition, most hits filed as inhibitors | 390,000 compounds, 0.56% hits; note: potency is the fitted concentration of half-maximal effect; nearly all actives have a fitted effect of over 70% in size; inactives centre near 23
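Compound inhibition of the preformed complex between 50 nM HP1-beta and 50 nM biotinylated H3K9me3 peptide was read by AlphaScreen. Buffer was PBS pH 7.4 with 0.01% Tween-20. Incubations ran 30 min at room temperature, with 10 ug/mL donor/acceptor beads.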
An asterisk follows results filed as active; i = inactive; ? = inconclusive; . = not tested or not shown; & = joins results of further samples; [ ] = remark or other dose. Unless noted, calls come from the whole dose curve; as a rule, active = well fitted curve in the direction sought with a large enough effect; inconclusive = small, poorly fitted or top-dose-only effect, or another doubt; inactive = no such curve, though single readings can be large; an effect the other way counts as inactive or inconclusive. This is a subset (hit frequency here may not be typical).

IDH1 R132H inh	GLS inhibitor	USP1-UAF1 inh	PI4K2A block	TrxR1 inh	Tb PGK inh	TrxR1 substrate	Pin1 inh	HP1b binding inh	Molecule
28%	7%	-8%	10	17%	-5%	-2%	-10%	18%	COc1ccccc1NC(=O)Nc1cccc(NC(C)=O)c1
-1%	4%	-8%	3	6%	3%	-2%	5%	25%	c1ccc(SCc2nc(-c3ccccn3)no2)cc1
-9%	-4%	2%	3	-2%[2.29 µM]	-8%	28%[57.1 µM]	3%	19%[57 µM]	O=C(CCCCn1ccc(=O)[nH]c1=O)Nc1ccc(C(=O)O)c(O)c1
3%	-5%	-13%	-6	27%	i	6%	14%	5%	C[C@@]12C(=O)Nc3ccc(Cl)cc3C(=O)N1[C@H]1c3cc(Cl)ccc3OC[C@@H]1[C@@H]2c1ccccc1
0%	-12%	-1%	-9	8%	-8%	-6%	0%	25%	CCC(CC)C(=O)Nc1cccc(-c2nc3cccnc3s2)c1
15%	8%	-9%	-16	16%	-6%	2%	4%	33%	CC1Cc2cc(S(=O)(=O)N3CCN(C)CC3)ccc2N1C(=O)C1CC1 (centres undefined)
-5%	2%	-21%	-4	13%	7%	4%	-5%	54%[activator]	CN(c1ccccc1)S(=O)(=O)c1cc(C(=O)OCC(N)=O)ccc1Cl
-5%	-7%	-16%	0	2%[57.1 µM]	0%	3%[57.1 µM]	31%[activator]	50%[activator]	CSc1nc(N)nc(-c2cccs2)c1C#N
-5%	-29%	1%	-3	-14%	-2%	0%	-9%	7%	COc1cc(Cl)cc(C2NC(=O)NC(C)=C2C(C)=O)c1OCC(=O)O (centres undefined)
5%	-1%	-6%	-1	19%	-1%	-21%[57.1 µM]	5%	37%	COC1Cc2ccccc2N(C(N)=O)c2ccccc21 (centres undefined)
13%	-6%	0%	0	9%[57.1 µM]	-5%	26%[57.1 µM]	-2%	16%	O=C1c2[nH]c(=O)[nH]c(=O)c2CN1Cc1ccccc1
3%	33%[activator]	-4%	-5	4%	.	4%	0%	12%	Cc1[nH]nc2c1C(c1ccsc1C)C(C#N)=C(N)O2 (centres undefined)
7%	-1%	-5%	-4	11%	10%	4%[57.1 µM]	-7%	11%	CS(=O)(=O)N1CCCCC1CCN1CCCCC1 (centres undefined)
9%	-9%	-13%	4	-11%	i	-3%	1%	15%	O=C(Oc1cc(=O)oc2ccccc12)c1ccco1
3%	2%	-5%	1	-13%[57.1 µM]	5%	-2%[57.1 µM]	2%	-11%	CS(=O)(=O)N(CCC#N)Cc1ccc(/C=C2\C(=O)Nc3ccccc32)o1
4%	5%	-13%	4	-1%	7%	-1%	-2%	32%	CCn1c(SCc2ccc(C)cc2)nnc1-c1cnccn1
-20%	-6%	-20%	0	-10%	9%	5%	0%	-2%	COc1ccc(-c2ccc(CCC(=O)O)n2CC(=O)Nc2cccc(Cl)c2C)cc1
-5%	3%	-18%	3	20%	-3%	4%[11.4 µM]	4%	42%[activator]	Cc1cc(NC(=O)c2ccco2)cc(-c2nc3ccccc3o2)c1O
3%	-1%	-22%	15	15%[57.1 µM]	8%	10%[57.1 µM]	?	1%	CN(C)S(=O)(=O)c1cccc(C(=O)OCC(=O)Nc2sccc2C(N)=O)c1
-2%	-5%	-8%	-3	16%	0%	0%	-11%	42%[activator]	COc1ccc(S(=O)(=O)N2CCC(C(=O)NCc3ccncc3)CC2)cc1OC
-20%	9%	-23%	-1	5%	-7%	-11%	-2%	25%	Cc1cc(C)n(-c2nnc(Nc3ccc(C)c(C)c3)c3ccccc23)n1
1%	22%	-1%	4	-8%	0%	-10%	4%	10%	O=C(COc1ccccc1)Nc1ccc(S(=O)(=O)N2CCOCC2)cc1
-3%	.	-1%	-6	-17%	-5%	-11%	4%	31%[activator]	Cc1cccc(N2CCN(C(=O)c3ccc(CS(=O)(=O)c4ccccc4C)o3)CC2C)c1 (centres undefined)
4%	-4%	-7%	4	10%[57.1 µM]	-9%	-3%	3%	58%[activator]	Cc1cccc(C(=O)NNC(=O)c2ccc(Cl)cc2)c1O
4%	6%	-14%	2	1%	3%	-1%	9%	26%	Cn1c(N)c(C(=O)COC(=O)c2cc(S(=O)(=O)N3CCCCC3)ccc2Cl)c(=O)n(C)c1=O
0%	5%	-9%	1	32%	1%	3%	-8%	-9%	O=C(Nc1ccc(N2CCN(C(=O)c3cccs3)CC2)cc1)c1cccc(F)c1
1%	?	-14%	4	1%[57.1 µM]	9%	5%[57.1 µM]	-2%	?	Cc1cc(C(=O)OCC(N)=O)c(C)n1-c1ccccc1
-1%	7%	-6%	2	17%	i	0%	-3%	23%	CCCOc1cccc(OCCSc2nc(C)cc(=O)[nH]2)c1
0%	3%	-7%	0	5%	-4%	-4%	5%	27%	O=C(COC(=O)/C=C/c1ccccc1Cl)NC(=O)Cc1ccccc1
11%	-6%	-13%	4	42%[activator]	-6%	6%	-4%	48%[activator]	Cc1nnc2c3ccccc3nc(Nc3ccc(F)cc3Cl)n12
-4%	0%	-13%	0	1%[57.1 µM]	2%	3%[57.1 µM]	-7%	?	O=C(CSC1=NCCN1)NC(c1ccccc1)c1ccccc1
8%	-13%	-25%	-5	-2%	-12%	3%	-2%	49%[activator]	CCN(CC)Cc1cc(C(=O)O)c(-c2ccccc2)o1
-1%	-3%	-21%	13	?	-9%	3%	2%	66%[activator]	CC(=O)c1ccc(OC(=O)COc2ccccc2)cc1
20%	-15%	-7%	3	6%	-16%	4%	2%	1%	CC1CN(C(=O)CCC(=O)NCc2ccc(F)cc2)c2cc(Cl)ccc2O1 (centres undefined)
3%	7%	-20%	1	7%	1%	-2%	11%	2%	COc1ccc(NC(=O)c2ccco2)cc1NC(=O)c1cccc(OC(C)C)c1
4%	-3%	-19%	2	-17%	3%	-12%	-4%	13%	O=C(COC(=O)CSc1ccc(Br)cc1)NCc1ccco1
-1%	4%	?	-4	14%	-4%	0%	-12%	19%	CC(=O)c1ccc(NC(=O)NCCc2c[nH]c3ccccc23)cc1
-3%	-7%	-13%	-3	.	-10%	.	.	.	CC(C)NC(=O)C1CC(=O)N(CCc2ccc(F)cc2)C1 (centres undefined)
7%	0%	?	2	9%[57.1 µM]	i	-1%[57.1 µM]	6%	23%	COc1cccc(N2CN(C3CCCCC3)CNC2=S)c1
12%	-12%	-16%	4	-2%	-4%	3%	5%	-21%	Cc1ccc(-c2nc(NCC3CCCO3)sc2C)cc1 (centres undefined)
2%	-7%	-21%	2	-3%	6%	-2%	?	28%	Cc1cccc(C)c1N(CC(=O)Nc1cc(Cl)ccc1Oc1ccccc1)S(C)(=O)=O
2%	1%	31%[activator]	2	-11%	-2%	-16%	?	16%	N#CC(C(=O)OCc1ccccc1)c1nc2ccccc2nc1N1CCOCC1 (centres undefined)
-5%	-1%	-8%	-9	18%[57.1 µM]	-11%	5%[57.1 µM]	-8%	9%	Cc1csc(OCC(=O)Nc2ccc(C)c(C)c2)n1
3%	0%	-28%	5	.	-10%	.	.	.	CC1CCCCC1NC(=O)CSc1ncnc2sccc12 (centres undefined)
5%	1%	-8%	6	22%[57.1 µM]	-2%	10%[57.1 µM]	9%	29%	Cc1ccc(C(=O)Nc2c(C(=O)N3CCOCC3)cnn2-c2ccccc2)cc1
-2%	4%	-16%	2	-12%	-1%	-4%	-2%	23%	C#CCOc1c(Br)cc(/C=N\NC(=O)CN2CCOCC2)cc1OCC
0%	29%&16%	-25%	-22&-1	10%	i	2%	0%	13%	NC(=O)N1c2ccccc2CC(=O)c2ccccc21
2%	-15%	-23%	-23	2%[57.1 µM]	-5%	6%[57.1 µM]	0%	25%	COC(Cn1cc(C)c(=O)[nH]c1=O)OC
-2%	23%	-7%	2	3%	-5%	-5%	-2%	6%	Cc1ccc(CN2CCN(CC(=O)NCCCN3CCN(c4ccc(F)cc4)CC3)C2=O)cc1
-6%	-7%	-23%	0	16%	-5%	2%	-5%	7%	CCc1ccc2oc(C(=O)NCCc3ccc(S(N)(=O)=O)cc3)cc(=O)c2c1
-2%	-1%	-21%	-2	3%	-7%	-8%	-6%	17%	COc1ccc(CNC(=O)c2ccc(S(=O)(=O)N3CC(C)CC(C)C3)cc2)cc1OC (centres undefined)
